ABCB1 inh – ABCB1 efflux pump inhibitors, primary screen, cell-based, multiplex, flow cytometry, ABCG2 counter-screen. CCRF-Adr cells, JC-1 efflux. AID 1326, 2008. inhibition, % at 6.6 µM. 190,000 compounds, 0.067% hits; in the data active = inhibition above about 40%;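 note: 0% = vehicle and 100% = reference inhibitor; higher value means more JC-1 retained so stronger ABCB1 efflux block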
RGS7-Gao reg – RGS7-Galphao binding modulators, primary screen, biochemical, multiplexed bead flow cytometry. AID 1439, 2008. binding response (% of control), % at 10 µM. actives lie on both sides. 220,000 compounds, 0.35% hits; in the data active = binding response below about 49% or above about 150%; inconclusive = no clear call, values can overlap the other calls; inactive = in between;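 note: fluorescent Galphao held in activated GDP-AlF4 state binding bead-coupled RGS7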
Target sequence (P09471 whole entry, looked up): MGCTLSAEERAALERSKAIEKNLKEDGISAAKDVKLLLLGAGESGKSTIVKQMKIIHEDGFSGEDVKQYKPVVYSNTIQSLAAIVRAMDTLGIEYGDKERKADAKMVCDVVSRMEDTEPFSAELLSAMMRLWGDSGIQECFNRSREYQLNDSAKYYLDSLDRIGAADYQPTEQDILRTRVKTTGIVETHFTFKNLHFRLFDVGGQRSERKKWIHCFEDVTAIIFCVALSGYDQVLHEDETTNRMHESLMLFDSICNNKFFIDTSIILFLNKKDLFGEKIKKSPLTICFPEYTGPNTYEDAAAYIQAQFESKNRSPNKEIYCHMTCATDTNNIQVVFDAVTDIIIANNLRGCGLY
Bim-Bfl-1 – inhibitors of Bim binding to Bfl-1, primary screen, biochemical, multiplexed, bead-based flow cytometry. Bim-Bfl-1 binding inhibition. 190,000 compounds, 0.12% hits. Bcl-2-related protein A1 (Homo sapiens), Q16548. inhibition, % at 10 µM;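 note: 0% = wells without compound plus tracer and 100% = blocker peptide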
ABCG2 inh – ABCG2 efflux pump inhibitors, primary screen, multiplex with ABCB1, IgMXP3 cells, flow cytometry; Broad substrate specificity ATP-binding cassette transporter ABCG2 (Homo sapiens), Q9UNQ0; JC-1 efflux; inhibition, % at 6.6 µM; 190,000 compounds, 0.1% hits; AID 1325, 2008;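 active = inhibition above 80%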;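 note: 0% = DMSO and 100% = nicardipine control wells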
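Test system: ABCG2 IgMXP3 and barcoded ABCB1 CCRF-Adr cell mix; Schedule: cells with compound and JC-1, 10 min at 25 °C, rotating, no wash; Technique: flow cytometry of retained JC-1 fluorescence; Measure: % inhibition of efflux relative to nicardipine and DMSO; Controls: nicardipine high and DMSO low controls.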
GSH bead fluor – compound fluorescence on glutathione beads, profiling panel, artefact control, biophysical, 488/530 nm, flow cytometry. GSH beads flow cytometry, compound fluorescence 488/530 nm; hits give high values. 190,000 compounds, 0.25% hits. AID 1776, 2009. fluorescence (KMESF) at 10 µM; in the data active = fluorescence above about 89;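 note: glutathione beads carrying GST-tagged Bcl family fusion proteins plus one bare bead set; values are compound well signal with DMSO vehicle wells as background; inactives centre near 16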
Bcl-XL Bim block – inhibitors of Bim-Bcl-XL binding, primary screen, biochemical, multiplexed, bead flow cytometry, human Bcl-XL | AID 1007, 2008 | inhibition, % at 10 µM | Bcl-2-like protein 1 (Homo sapiens), Q07817 | 190,000 compounds, 0.04% hits | Bim peptide-Bcl-XL binding, fluorescence
Target sequence (Q07817 whole entry, looked up): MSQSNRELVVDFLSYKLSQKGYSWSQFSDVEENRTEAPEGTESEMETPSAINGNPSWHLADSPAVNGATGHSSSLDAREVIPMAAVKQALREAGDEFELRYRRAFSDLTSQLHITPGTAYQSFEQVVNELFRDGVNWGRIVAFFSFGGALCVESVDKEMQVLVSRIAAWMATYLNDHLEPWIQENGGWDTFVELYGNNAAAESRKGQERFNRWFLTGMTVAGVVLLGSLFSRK
RGS4-Gao reg – modulators of RGS4 binding to Galphao, primary screen, biochemical, multiplexed bead flow cytometry. Guanine nucleotide-binding protein G(o) subunit alpha (Homo sapiens), P09471. actives lie on both sides. binding response (% of control), % at 10 µM. 220,000 compounds, 0.33% hits; in the data active = binding response below about 49% or above about 150%; inactive = in between;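 note: fluorescent Galphao activated with aluminum fluoride binding bead-coupled RGS4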
Avidin fluor – green autofluorescence of compounds with avidin beads – biophysical, 488/530 nm, flow cytometry, artefact control, profiling panel; fluorescence (KMESF) at 10 µM; 220,000 compounds, 0.38% hits; compound fluorescence 488/530 nm; hits give high values; AID 1775, 2009; in the data active = fluorescence above about 47; note: inactives centre near 10
Bcl-W Bim block – inhibitors of Bim binding to Bcl-W, primary screen, biochemical, multiplexed, bead-based flow cytometry; AID 952, 2007; Bcl-2-like protein 2 (Homo sapiens), Q92843; Bim peptide-Bcl-W binding; 190,000 compounds, 0.02% hits; inhibition, % at 10 µM;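 note: 0% = bound tracer without compound and 100% = peptide blocker; higher means less fluorescent Bim peptide bound to Bcl-W beads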
Bcl-2 Bim block – inhibitors of Bim-Bcl-2 binding, primary screen, biochemical, multiplexed, human Bcl-2 family. Bead-based flow cytometry, Bim peptide-Bcl-2 binding. Apoptosis regulator Bcl-2 (Homo sapiens), P10415. inhibition, % at 10 µM. 190,000 compounds, 0.06% hits; in the data active = inhibition above about 40%; inconclusive = no clear call, values can overlap the other calls;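 note: 0% = no compound wells with probe peptide and 100% = reference peptide inhibitor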
Target sequence (P10415 whole entry, looked up): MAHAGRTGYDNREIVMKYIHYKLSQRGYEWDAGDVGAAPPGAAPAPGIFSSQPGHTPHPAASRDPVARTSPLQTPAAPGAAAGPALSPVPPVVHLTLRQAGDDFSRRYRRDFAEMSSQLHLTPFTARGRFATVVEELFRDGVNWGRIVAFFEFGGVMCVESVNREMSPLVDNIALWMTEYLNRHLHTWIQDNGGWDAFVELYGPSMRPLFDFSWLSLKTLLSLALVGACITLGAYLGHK
Bcl-B Bim block – inhibitors of Bim-Bcl-B binding, primary screen, biochemical, multiplexed, human Bcl-2 family; Bcl-2-like protein 10 (Homo sapiens), Q9HD36; bead-based flow cytometry, Bim peptide-Bcl-B binding; inhibition, % at 10 µM; 190,000 compounds, 0.073% hits; AID 951, 2007;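 note: 0% = tracer peptide without compound and 100% = reference inhibitor peptide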
Target sequence (Q9HD36 whole entry, looked up): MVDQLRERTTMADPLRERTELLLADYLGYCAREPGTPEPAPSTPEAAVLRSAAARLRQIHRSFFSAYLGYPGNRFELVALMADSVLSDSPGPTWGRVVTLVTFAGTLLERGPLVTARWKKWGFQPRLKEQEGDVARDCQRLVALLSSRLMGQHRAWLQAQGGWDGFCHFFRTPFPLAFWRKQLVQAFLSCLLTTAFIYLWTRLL
* hit, by the source's call; u = inconclusive; x = not tested or not shown. Cut-off read from the data, not from the text of the source, unless noted: active = inhibition above about 40%.

SMILES	ABCB1 inh	RGS7-Gao reg	Bim-Bfl-1	ABCG2 inh	GSH bead fluor	Bcl-XL Bim block	RGS4-Gao reg	Avidin fluor	Bcl-W Bim block	Bcl-2 Bim block	Bcl-B Bim block
COC(=O)c1c(C)nn(-c2ccccc2)c1-n1cccc1	0.3	97	0	1	18	-3	98	3	-2	-3	-6
CCOc1ccc(-c2nc(-c3ccncc3)no2)cc1OCC	0.7	95	-11	5	16	-6	92	6	0	-10	-3
CCCN(CCC)CCNC(=S)Nc1ccc2nc3n(c(=O)c2c1)CCCCC3	0.2	101	-4	4	11	-1	98	12	-1	-1	-5
Cc1ccc2c(c1)cc(CN(Cc1cccnc1)C(=O)NCc1ccccc1)c1nnnn12	3.2	100	0	4	40	-2	97	2	-1	0	-1
c1ccc(-c2nc(CSc3n[nH]c(-c4cccs4)n3)cs2)cc1	0.1	101	0	0	16	0	106	29	1	0	-2
CCN=C1S/C(=C\c2cn(CC)c3ccccc23)C(=O)N1CC	1.4	96	0	5	9	1	96	1	0	-2	-4
Cc1ccccc1OCC(=O)OCC(=O)NCC1CCCO1 (stereo unspecified)	0.4	99	-3	4	18	-4	103	11	-1	-3	0
O=C(NC1CC1)c1sc2cc([N+](=O)[O-])ccc2c1Cl	4.7	100	0	48	13	-7	99	4	-5	0	-6
COc1ccccc1N(C)S(=O)(=O)c1ccc(C(=O)N(CC(N)=O)C(C)C)cc1	0.0	98	-18	20	23	-7	99	23	0	-9	-8
CCOc1ccc(NC(=O)[C@@H](NC(=O)c2ccccc2Br)C(C)C)cc1	0.4	96	-10	2	30	-6	99	6	0	-9	-7

Part of the list above, in markdown.
| SMILES | ABCB1 inh | RGS7-Gao reg | Bim-Bfl-1 | ABCG2 inh | GSH bead fluor | Bcl-XL Bim block | RGS4-Gao reg | Avidin fluor | Bcl-W Bim block | Bcl-2 Bim block | Bcl-B Bim block |
| --- | --- | --- | --- | --- | --- | --- | --- | --- | --- | --- | --- |
| Cc1ccccc1OCC(=O)OCC(=O)NCC1CCCO1 (stereo unspecified) | 0.4 | 99 | -3 | 4 | 18 | -4 | 103 | 11 | -1 | -3 | 0 |
| O=C(NC1CC1)c1sc2cc([N+](=O)[O-])ccc2c1Cl | 4.7 | 100 | 0 | 48 | 13 | -7 | 99 | 4 | -5 | 0 | -6 |
| COc1ccccc1N(C)S(=O)(=O)c1ccc(C(=O)N(CC(N)=O)C(C)C)cc1 | 0.0 | 98 | -18 | 20 | 23 | -7 | 99 | 23 | 0 | -9 | -8 |

More results
SMILES	ABCB1 inh	RGS7-Gao reg	Bim-Bfl-1	ABCG2 inh	GSH bead fluor	Bcl-XL Bim block	RGS4-Gao reg	Avidin fluor	Bcl-W Bim block	Bcl-2 Bim block	Bcl-B Bim block
O=[N+]([O-])c1cc(S(=O)(=O)C(F)(F)F)ccc1N1CCN(c2ccccc2)CC1	x	97	-1	3	9	-2	101	13	-1	-1	0
CC(C)OC(=O)Cn1nc(C(F)(F)F)c2c1CCCC2	0.4	103	-5	1	8	-2	101	10	0	2	-1
CC(=O)c1cccc(NC(=O)C2CCCN(S(=O)(=O)c3cccc4cccnc34)C2)c1 (stereo unspecified)	0.2	94	-13	1	22	-3	96	6	0	-13	-8
O=S(=O)(c1cccc2cccnc12)N(CCO)CCO	0.1	102	-7	0	25	-3	98	7	-1	-4	-4
C=CCn1nnnc1SCC(=O)Nc1cccc(OC)c1	0.4	116	0	3	33	0	121	2	-1	-1	-2
CCN(C(=O)COC(=O)c1cc([N+](=O)[O-])ccc1N1CCCCC1)C1CCS(=O)(=O)C1 (stereo unspecified)	-0.4	97	-4	0	24	-1	98	9	3	-2	-4
Cn1c(SCC(=O)N2CCN(c3ccccc3)CC2)nnc1-c1ccccc1	1.6	98	-18	7	23	-7	99	26	-1	-8	-10
COc1ccc(S(=O)(=O)n2nc(OC(C)=O)cc2N)cc1	1.8	91	-4	1	13	4	92	5	0	-4	-4
CCN(CC)S(=O)(=O)c1ccc(-c2nnc(SCc3nnc(-c4ccccc4)o3)o2)cc1	1.1	94	-7	1	46	-14	94	7	2	-3	-1
CC(C)CC(CC(C)C)=NNC(=O)c1ccc(CSc2nncn2C)cc1	-0.1	100	-7	0	11	-3	101	10	-4	-2	-5
COc1cc2c(cc1O)CCN(C(=O)c1ccco1)C2C (stereo unspecified)	0.1	96	-17	-1	33	-9	99	14	0	-8	-8
Cc1c(/C=N/n2cnnc2)c2ccccc2n1CCOc1ccc(Cl)cc1	0.3	102	2	1	5	-5	101	8	-3	-5	-3
COc1cc(CC(=O)O)c(C(C)=O)cc1OC	0.6	102	0	1	16	-2	99	9	0	0	-2
Cc1cc(C)n(-c2nc3ccccc3nc2N2CCN(S(=O)(=O)c3ccc(F)c(C)c3)CC2)n1	6.4	102	-14	12	24	-1	100	24	0	-8	-15
CCn1nccc1C(=O)NC1=C(C#N)CCC1	0.0	102	-8	1	25	-11	104	17	-2	-3	-4
CC(C)(C)SCCNC(=O)COc1ccc(Cl)cc1	0.6	97	-9	3	11	0	103	8	0	-6	-5
CC(C)NC(=O)COC(=O)c1cncc(Br)c1	-0.1	95	2	0	20	3	93	16	5	7	1
C=CCn1c(CNC(=O)c2ccco2)nnc1SCC(=O)c1ccccc1	-0.9	99	0	0	18	-1	101	11	0	-1	-7
CN(C)C(=S)SCC(=O)NC(=O)NC(C)(C)C	0.1	u	-7	-3	17	-4	100	11	-2	-2	-3
CCCCN(CC)CCCNC(=O)CC1Nc2ccccc2NC1=O (stereo unspecified)	0.1	95	-1	13	35	1	97	8	-2	1	0
O=[N+]([O-])c1cc(S(=O)(=O)N2CCCC2)ccc1NN=C1CCCCC1	0.3	101	-1	1	8	-7	99	12	-3	-3	-7
COc1ccc(OC)c(C2=Nn3c(nnc3C3CCCCC3)SC2)c1	-2.2	98	-5	-1	31	-11	106	4	-4	-7	-17
O=C1CC(=O)N(Cc2ccco2)C(=S)N1	-0.2	100	-12	-1	31	-19	100	13	-2	-6	-13
O=C(N1CCOCC1)N1CCN(CC(O)COc2ccc3ccccc3c2)CC1 (stereo unspecified)	0.1	104	-7	0	30	-8	103	9	-1	-3	-2
COc1ccccc1CN(C)CC(=O)Nc1ccc(Cl)cc1F	2.0	u	2	16	16	-1	100	11	-2	1	0
O=C(CN1C(=O)CC(c2ccco2)Sc2ccccc21)Nc1ccccc1F (stereo unspecified)	1.1	96	-14	9	14	-9	96	21	-4	-4	-7
COc1cccc2cc(-c3nnc(SCC(=O)NCc4ccccc4)n3C)oc12	0.7	100	0	5	11	1	99	8	1	1	1
Cc1nn(Cc2ccc(Cl)cc2Cl)c(C)c1NC(=O)NC12CC3CC(CC(C3)C1)C2	3.3	97	-1	6	7	-1	99	9	2	2	-2
O=C(CN1CCOCC1)Nc1nc2ccc(F)cc2s1	0.1	100	-19	4	34	-8	105	13	-1	-12	-7
Cc1ccc(NC(=S)N2CCN(c3ncccn3)CC2)c(C)c1	-0.2	108	-3	3	12	-6	105	7	-5	0	0
CCOc1cc(N2CCOCC2)c(OCC)cc1NC(=O)[C@H](C)N1C(=O)C2CC=CCC2C1=O (stereo partly specified)	0.4	96	-5	2	17	-4	93	11	0	-2	-2
CN1CCN(Cc2nc3ccccc3c(=O)n2Cc2nc(-c3ccc4ccccc4c3)cs2)CC1	0.4	104	-7	0	21	-7	105	11	-4	-7	-13
CN(C)C(=O)COn1c(SCC(=O)N(C)C)nc2ccccc2c1=O	0.2	97	-5	1	53	0	100	23	-2	-1	-3
NNC(=O)CN1CCCc2ccccc21	0.4	92	6	3	11	0	89	14	1	2	0
COc1cccc(N2CCN(CC(=O)c3c(C)[nH]c4ccccc34)CC2)c1	-0.3	17*	-21	31	34	-8	22*	-1	-4	-9	-12
CC(C(=O)OCC(=O)c1cccc([N+](=O)[O-])c1)N1C(=O)C2C3CCC(C3)C2C1=O (stereo unspecified)	1.2	93	-6	18	9	-7	96	14	-4	-2	-7
CC(=O)[C@@H]1[C@@H](C(=O)c2ccccc2)[C@]2(C(=O)Nc3ccccc32)[C@H]2C=Cc3cc(F)ccc3N12	0.5	99	-12	1	13	-8	104	11	0	2	-9
Cc1ccc(S(=O)(=O)N(CCCN2CCCC2=O)Cc2cc3c(C)ccc(C)c3[nH]c2=O)cc1	0.3	99	-3	-1	25	-6	99	13	-1	-3	-2
COc1ccc(NC(=O)c2ccccn2)cc1S(=O)(=O)N1CCOCC1	-0.2	96	0	0	14	-1	98	12	-2	1	0
CCCCCNC(=O)c1ccc2c(=O)n(CCOC)c(=O)[nH]c2c1	0.3	90	-11	2	45	-2	93	4	0	-5	-7
COCC(O)CSc1c([N+](=O)[O-])nc(C)n1Cc1ccc(OC)c([N+](=O)[O-])c1 (stereo unspecified)	1.1	99	3	1	22	-4	99	20	-4	22	-4
O=C(N/N=C/c1ccccc1Cl)c1ccc(F)cc1	0.1	101	-16	27	34	-11	100	12	-1	-9	-8
Cc1ccc(S(=O)(=O)N(C)C)cc1NC(=S)NC12CC3CC(CC(C3)C1)C2	0.7	107	-1	2	19	0	104	13	0	-2	0
COCCCNC(=O)c1cc(C(=O)c2c(-c3c(Cl)cccc3Cl)noc2C)c[nH]1	1.0	98	-15	6	31	-7	100	11	-1	-6	-8
CCOC(=O)c1cc(-c2ccccc2)sc1NC(=O)c1ccc(OC)c(OC)c1	-0.9	115	19	-15	9	-21	96	5	-15	-11	-61
Clc1ccc(CSc2nnc(Cn3cnc4ccccc43)o2)cc1	-2.1	99	-2	0	22	-1	98	15	-2	-2	-1
CCCCC(=O)Nc1nc2c(OC)ccc(OC)c2s1	-0.1	99	-6	0	16	-10	99	26	-10	-5	-7
CCN(CC)S(=O)(=O)c1ccc(NC(=O)COc2nc3ccccc3nc2N2CCOCC2)cc1	-2.0	105	-1	-2	10	-3	104	3	-2	-3	-4
CC1(C)CC(=O)C(C(c2cccnc2)C2C(=O)CC(C)(C)CC2=O)C(=O)C1	-0.7	95	-15	0	37	1	102	7	1	-17	-25
CCN1C(=O)/C(=C/c2ccc(C)s2)SC1=Nc1ccc(OC)cc1	0.6	112	-2	4	35	5	106	11	0	-2	6
Cc1ccc(CSc2nnc(SCC(=O)N/N=C/c3c(C)nn(-c4ccccc4)c3C)s2)cc1	6.6	100	-8	22	17	-6	100	16	-5	-2	-11
COc1c(F)c(F)c(C(=O)Nc2ccccc2N2CCN(C(=O)C(C)C)CC2)c(F)c1F	1.0	104	x	4	x	18	103	20	12	83*	x
COc1ccc(CCN(C(=O)c2cccc(F)c2)C2CC(=O)N(c3ccccc3)C2=O)cc1 (stereo unspecified)	1.2	98	-15	8	11	-7	102	6	-7	-6	-42

Rows are unselected. About 1.3% of those tested had a hit in this group.
